Screening results as filed in PubChem BioAssay.
Pf growth 48h: inhibits P. falciparum growth in the first generation, 48 h. P. falciparum luciferase growth in erythrocytes, 48 h. 310,000 tested, 5.9% active. Potency, µM (series often up to 28.7 µM), for the others: at the top dose activity change, negative = inhibition, most hits filed as inhibitors. AID 504832; note: potency is the fitted concentration of half-maximal effect; % is set by controls: 0 for no effect and ±100 for the full control effect
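Compounds are pin-transferred into medium, infected erythrocytes (2% hematocrit, 0.1% parasitemia final) are added, and plates sit one parasite generation at 37 C in 5% CO2. Detection reagent is then added and luminescence measured.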
TbPYK inhibitor: blocks Trypanosoma brucei pyruvate kinase. TbPYK enzyme, Kinase-Glo Plus ATP luminescence, 45 min. 410,000 tested, 0.12% active. AID 624173. Q57TT1. Potency, µM (doses to about 76.8 µM), without a hit: at the highest dose activity, negative = inhibition, actives largely listed as inhibitors; note: potency is the fitted concentration of half-maximal effect; % is set by controls: 0 for no effect and ±100 for the full control effect; nearly all actives have a fitted effect of over 50% in size
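Enzyme and substrate buffer are dispensed first and compound is pin-transferred. ADP at 130 uM final then starts the reaction, which runs 45 min at room temperature. Detection reagent is added for 10 min before luminescence is imaged.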
Shiga toxin inh: blocks Shiga toxin action in Vero cells. AID 2315. 290,000 tested, 9.2% active. Vero cells, Shiga toxin protein synthesis inhibition reporter. inhibition, % at 38.7 µM; in the data active = inhibition mostly above about 28%, no sharp cut-off; inactive = mostly below about 43%; note: 0% is about no effect
LmPK inhibitor: blocks Leishmania mexicana pyruvate kinase activity; Q27686; purified LmPK, Kinase-Glo ATP luminescence, 1 h; Potency, µM (titrated, usually from 57.5 µM), for inactives: at the highest dose activity change, negative = inhibition, hits mostly inhibitors; 290,000 tested, 0.37% active; AID 1721; note: potency is the fitted concentration of half-maximal effect; % is set by controls: 0 for no effect and ±100 for the full control effect
Target sequence (Q27686 whole entry, looked up): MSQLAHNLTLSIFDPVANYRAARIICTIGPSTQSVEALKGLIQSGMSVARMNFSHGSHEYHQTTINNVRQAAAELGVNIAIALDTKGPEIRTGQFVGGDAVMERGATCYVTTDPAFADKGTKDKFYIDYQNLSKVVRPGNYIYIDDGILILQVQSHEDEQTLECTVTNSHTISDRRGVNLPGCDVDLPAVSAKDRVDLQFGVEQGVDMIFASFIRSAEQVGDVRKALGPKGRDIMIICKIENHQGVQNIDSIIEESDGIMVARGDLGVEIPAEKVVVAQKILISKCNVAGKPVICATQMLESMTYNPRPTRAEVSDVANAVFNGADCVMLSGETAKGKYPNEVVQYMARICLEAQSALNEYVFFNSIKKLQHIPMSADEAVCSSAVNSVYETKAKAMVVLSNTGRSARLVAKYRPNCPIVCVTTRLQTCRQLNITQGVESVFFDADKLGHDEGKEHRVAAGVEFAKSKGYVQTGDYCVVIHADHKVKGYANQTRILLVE
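Pyruvate kinase activity monitored as ATP production (luciferase luminescence). Conditions: 0.1 nM enzyme, 0.5 mM PEP, 0.1 mM ADP, 1 h, RT; normalized against uninhibited and no-enzyme wells.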
Pf growth 96h: P. falciparum growth inhibition at 96 hour, primary screen for plastid delayed-death inhibitors; P. falciparum luciferase reporter growth, 96 h; Potency, µM (series often up to 28.7 µM), without a hit: at the highest dose activity change, negative = inhibition, most hits filed as inhibitors; 320,000 tested, 6.9% active; AID 504834; note: potency is the fitted concentration of half-maximal effect; % is set by controls: 0 for no effect and ±100 for the full control effect
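Readout is luminescence from an integrated firefly luciferase in P. falciparum. Red cells, 2% hematocrit and 0.05% parasitemia final, were cultured with compound through two parasite generations (96 hours) at 37 C, 5% CO2.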
CHX counter: affects cycloheximide protein synthesis inhibition readout, counter-screen; max response, %; 300,000 tested, 12% active; cell reporter, cycloheximide protein synthesis inhibition counterscreen; in the data active = max response mostly above about 13%, no sharp cut-off; inactive = mostly below about 14%; note: read at 38.3 µM for the half of the compounds with a filed dose; 0% is about no effect
HCV inhibitor: HCV inhibition; Huh7.5.1 HCVcc-Cre infection, luciferase reporter, 44 h; Potency, µM (doses to about 41.8 µM), without a hit: at the highest dose activity change, negative = inhibition, usual class: inhibitors; 340,000 tested, 3.4% active; AID 651820; note: potency is the fitted concentration of half-maximal effect; % is set by controls: 0 for no effect and ±100 for the full control effect
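After 44 h co-culture of compound, cells and HCVcc-Cre (~0.5 moi), substrate is added for 15 min at room temperature and luciferase measured over 15 sec. Cells were seeded at 1,000/well and pre-cultured 4 h.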
* marks the source's active call; other numbers are inactive results; ? = inconclusive; . = no result given; [ ] = dose if it differs, or a comment. Unless noted, calls come from the whole dose curve; as a rule, active = well fitted curve in the direction sought with a large enough effect; inconclusive = small, poorly fitted or top-dose-only effect, or another doubt; inactive = no such curve, though single readings can be large; an effect the other way counts as inactive or inconclusive.

(1) O=[N+]([O-])c1ccc2c(c1)c1ccccc1n2CCO
(2) CC(C)CCN(C(=O)CNC(=O)c1cccs1)C(C(=O)NC1CCCCC1)c1cccnc1 (configuration not stated)
(3) CCC(C)NC(=O)C1(O)c2ccccc2NC(=O)N1c1ccc(C)c(C)c1 (configuration not stated)
(4) CC(=O)Nc1ccc(S(=O)(=O)Nc2ccccc2N2CCOCC2)cc1Cl
(5) COC(=O)C1=C(CS(=O)(=O)c2cc(Cl)ccc2OC)NC(=O)NC1c1ccc(O)c(OC)c1 (configuration not stated)
(6) CC(C)N=Cc1c(O)[nH]c2ccccc12
(7) COc1ccc(C(=O)COC(=O)CCNS(=O)(=O)c2ccc(NC(C)=O)cc2)c(OC)c1
(8) CS(=O)(=O)N(CC(=O)N1CCCC1)c1ccccc1Br

Screen / compound no. | 1 | 2 | 3 | 4 | 5 | 6 | 7 | 8
Pf growth 48h | ? | ? | 20%[0.00184 µM] | 51%[activator] | 6% | 10% | -1% | 14%
CHX counter | 5 | 8 | -4 | -2 | -5 | -1 | . | 1
TbPYK inhibitor | -4% | 1% | -4% | 3% | 0% | -2% | -4% | 2%
LmPK inhibitor | 10% | 1% | 0% | -1% | 6% | -2% | . | 1%
Shiga toxin inh | -5 | 1 | -10 | 9 | -6 | -27 | . | .
Pf growth 96h | ? | ? | -21% | 1% | ? | . | -9% | ?
HCV inhibitor | -35% | -8% | 16% | . | 13% | 2% | -5% | 0%

(9) Cc1nc2c3ccccc3nc(NNC(=O)CCC(=O)N3CCC(C)CC3)n2n1
(10) COC(=O)c1[nH]c2ccc(C)cc2c1NC(=O)CN1CCCc2ccccc21
(11) COC(=O)c1cc(-c2ccc(Br)cc2)c2c(=O)n(C)c(=O)n(C)c2n1
(12) Cc1ccc(OCC(=O)N/N=C/c2ccccc2)c([N+](=O)[O-])c1
(13) COc1ccc(-c2nc(CS(=O)CC(=O)NCc3ccco3)c(C)o2)cc1 (configuration not stated)
(14) CCN(CC)S(=O)(=O)c1cc(C(=O)Nc2ccncc2)ccc1Cl
(15) Cc1c(Cl)cccc1NC(=S)NCCc1ccc(Cl)cc1
(16) Cc1ccc(C)c(N2C(=O)CC(Cc3ccc(Cl)cc3)C2=O)c1 (configuration not stated)

Screen / compound no. | 9 | 10 | 11 | 12 | 13 | 14 | 15 | 16
Pf growth 48h | 3% | 4.1µM* | -11% | -10% | . | ? | ? | 19%
CHX counter | 4 | 15 | -4 | 18 | -2 | 1 | 24 | 0
TbPYK inhibitor | -5% | 2% | -1% | 7% | 2% | -1% | -4% | -9%
LmPK inhibitor | 4% | -5% | 0% | 0% | 0% | 0% | 0% | 0%
Shiga toxin inh | -9 | 27 | -5 | 18 | -6 | -7 | 48 | -5
Pf growth 96h | ? | 2.3µM* | 5.9µM* | 18% | ? | 25% | ? | ?
HCV inhibitor | 26% | ? | 5% | 7% | 1% | ? | 10µM* | -24%

(17) CN(C)/C=N/c1c(C#N)cnn1-c1ncnc2sc(-c3ccccc3)cc12
(18) CCC(=O)OC1(C)C(=O)C2=COC(c3ccc(OC)cc3)=CC2=C(Br)C1=O (configuration not stated)
(19) CCCCCCOc1ccc(C(=O)O)cc1
(20) COc1ccc(C[C@@H]2CN3C(=NC[C@@H]3C)N2CCNC(=O)c2ccc(C)c(Br)c2)cc1
(21) C=CCN(CC=C)C(=S)NC(=O)/C=C/c1ccc(C)cc1
(22) O=C(CCN1C(=O)[C@@H]2Cc3ccccc3CN2C1=O)NCCc1ccccc1
(23) CC(=O)Nc1ccc(S(=O)(=O)N2CCSC2c2ccccc2Cl)cc1 (configuration not stated)
(24) C=CCc1cccc(CNc2ccc(S(=O)(=O)Nc3nccnc3OC)cc2)c1O

Screen / compound no. | 17 | 18 | 19 | 20 | 21 | 22 | 23 | 24
Pf growth 48h | ? | 41%[activator] | 14% | ? | -19% | 1% | ? | 19%
CHX counter | -6 | -2 | 16* | -1 | 5 | -1 | -2 | -3
TbPYK inhibitor | -7% | -24% | -9% | -2% | -2% | -1% | 6% | 3%
LmPK inhibitor | -4% | -22% | -7% | 3% | 2% | -9% | 9% | -3%
Shiga toxin inh | -16 | -3 | 42* | -13 | 9 | -9 | -11 | 4
Pf growth 96h | 10µM* | 31%[activator] | 4% | 13µM* | ? | ? | 9%[5.75 µM] | ?
HCV inhibitor | ? | 19% | 15% | -12% | 23% | 15% | -27% | 13%

(25) O=C(NCCCN1CCOCC1)c1cc(C(=O)C2CC2)c[nH]1
(26) CN(C)c1ccc(Cl)cc1N
(27) O=C(NCc1ccc2[nH]c3c(c2c1)CCCC3)N1CCOCC1
(28) Nc1ncnc(Sc2ccc(Cl)cc2)c1[N+](=O)[O-]
(29) CCOC(=O)CC(NC(=O)Cn1nnc(-c2ccccc2)n1)c1ccc(OC)cc1 (configuration not stated)
(30) O=C(c1ccccc1Cl)N1CCSCC1
(31) N#C/C(=N\Nc1ccccc1)C(=N)N1CCCCCC1
(32) CCOC(=O)CN1C(=O)C(CC)Oc2ccc(Cl)cc21 (configuration not stated)
(33) COc1cccc(/C=N/NC(=O)c2[nH]nc3c2CCc2ccccc2-3)c1O
(34) O=[N+]([O-])c1ccc(COc2ccc(-c3[nH]ncc3-c3ccc(Cl)cc3)c(O)c2)cc1

Screen / compound no. | 25 | 26 | 27 | 28 | 29 | 30 | 31 | 32 | 33 | 34
Pf growth 48h | 19% | -35%[1.15 µM] | ? | ? | -7% | 23% | 199%[activator] | -4% | ? | 2.3µM*
CHX counter | -2 | -4 | -2 | -5 | 25* | -2 | 38* | -2 | 6 | -10
TbPYK inhibitor | -1% | -3% | . | -14% | -9% | 3% | 1% | -17% | -22% | -2%
LmPK inhibitor | -2% | -3% | -12% | 2% | -2% | 2% | 0% | 0% | 1% | 6%
Shiga toxin inh | -8 | 11 | 10 | -4 | 13 | -4 | 71* | -15 | 13 | -13
Pf growth 96h | 0% | -19% | ? | 25% | -2% | 59%[activator] | 479%[activator] | ? | 11% | ?
HCV inhibitor | 15% | 6% | -16% | -12% | -1% | 13% | 1% | 7% | ? | ?

10 compounds already listed, ordered by heavy-atom count, smallest number first:
(30) O=C(c1ccccc1Cl)N1CCSCC1
(28) Nc1ncnc(Sc2ccc(Cl)cc2)c1[N+](=O)[O-]
(8) CS(=O)(=O)N(CC(=O)N1CCCC1)c1ccccc1Br
(25) O=C(NCCCN1CCOCC1)c1cc(C(=O)C2CC2)c[nH]1
(11) COC(=O)c1cc(-c2ccc(Br)cc2)c2c(=O)n(C)c(=O)n(C)c2n1
(17) CN(C)/C=N/c1c(C#N)cnn1-c1ncnc2sc(-c3ccccc3)cc12
(22) O=C(CCN1C(=O)[C@@H]2Cc3ccccc3CN2C1=O)NCCc1ccccc1
(9) Cc1nc2c3ccccc3nc(NNC(=O)CCC(=O)N3CCC(C)CC3)n2n1
(29) CCOC(=O)CC(NC(=O)Cn1nnc(-c2ccccc2)n1)c1ccc(OC)cc1 (configuration not stated)
(2) CC(C)CCN(C(=O)CNC(=O)c1cccs1)C(C(=O)NC1CCCCC1)c1cccnc1 (configuration not stated)

Screen / compound no. | 30 | 28 | 8 | 25 | 11 | 17 | 22 | 9 | 29 | 2
Pf growth 48h | 23% | ? | 14% | 19% | -11% | ? | 1% | 3% | -7% | ?
CHX counter | -2 | -5 | 1 | -2 | -4 | -6 | -1 | 4 | 25* | 8
TbPYK inhibitor | 3% | -14% | 2% | -1% | -1% | -7% | -1% | -5% | -9% | 1%
LmPK inhibitor | 2% | 2% | 1% | -2% | 0% | -4% | -9% | 4% | -2% | 1%
Shiga toxin inh | -4 | -4 | . | -8 | -5 | -16 | -9 | -9 | 13 | 1
Pf growth 96h | 59%[activator] | 25% | ? | 0% | 5.9µM* | 10µM* | ? | ? | -2% | ?
HCV inhibitor | 13% | -12% | 0% | 15% | 5% | ? | 15% | 26% | -1% | -8%
